Menin MLL FP TR = inhibitors of human menin-MLL interaction, mutant MLL peptide. 270,000 tested, 0.23% active. Menin + Texas Red MLL mutant peptide, fluorescence polarization. AID 1768. Potency, µM (titrated, usually from 61.6 µM), for the others: at the top dose FP activity change, negative = inhibition, actives largely listed as inhibitors. O00255; active = well fitted inhibition curve with a large enough effect in the polarisation, with a control signal flat, not every such curve was filed as active; inconclusive = small, poorly fitted or top-dose-only effect, or effect the other way, or a change in a side signal; inactive = no such curve, though single readings can be large or run the other way; the % refers to the polarisation; also: potency is read from the fitted curve at half-maximal effect; % of control where 0% means no effect; many of its hits are not listed in these tables
MLL CXXC-DNA inh = inhibitors of human MLL CXXC domain-DNA interaction; Q03164; MLL-CXXC / FITC-HOXA9 DNA fluorescence polarization; Potency, µM (series often up to 115 µM), for the others: at the top dose activity change, negative = inhibition, actives largely listed as inhibitors; 290,000 tested, 0.037% active; AID 2662; active = well fitted inhibition curve with a large enough effect in the polarisation, with a control signal flat, not every such curve was filed as active; inconclusive = small, poorly fitted or top-dose-only effect, or effect the other way, or a change in a side signal; inactive = no such curve, though single readings can be large or run the other way; the % refers to the polarisation; also: potency is read from the fitted curve at half-maximal effect
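Fluorescence polarization: 7 uM MLL-CXXC (stock) preincubated 5 min with compounds, then 50 nM fluorescein-HOX-A9 DNA (stock) added; 30 min ambient. Buffer 50 mM Tris-HCl pH 7.5, 50 mM NaCl, 1 mM DTT, 0.05% BSA.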
KCNH2 WT inh = blocks the wildtype human KCNH2 potassium channel | AID 720551 | U2OS, BacMam KCNH2, thallium flux FluxOr; active compounds read low | 340,000 tested, 0.37% active | activity change, % at 1.84 µM;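 active = maximum activity change below -70%; inconclusive = maximum activity change between -70% and -50%; inactive = maximum activity change above -50%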; also: % is scaled to controls: 0 for no effect and ±100 for the full control effect
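U2OS cells were transduced with wild-type KCNH2 virus (2.03 x 10^8 / mL) for 4 h at room temperature, then cultured overnight at 37 C. Thallium flux was read with FluxOr dye. Rate constants were normalized to DMSO controls.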
Giardia killer = kills Giardia lamblia | AID 540267 | 340,000 tested, 0.15% active | Giardia lamblia trophozoite viability | activity change, % at 7.66 µM, hits read low; in the data active = activity change below about -80%; inconclusive = between about -30% and that limit;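 also: parasites exposed to compound for two days anaerobically before the ATP read; % is scaled to controls: 0 for no effect and ±100 for the full control effect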
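Luminescence from cellular ATP indicates surviving trophozoites (100 cells/well) following 48 hrs anaerobic compound treatment at 37 deg C; signal develops 15-30 min at room temperature.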
USP2a block = blocks human ubiquitin-specific protease USP2a; USP2 core, Ub-CHOP2 coupled fluorogenic reporter, 485/531; Potency, µM (titrated, usually from 38.3 µM), inactives show at the top dose activity change, negative = inhibition, hits mostly inhibitors; 330,000 tested, 0.01% active; AID 463254;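 also: potency is read from the fitted curve at half-maximal effect; plate controls were DMSO wells for no effect and full inhibition by NEM control for full effect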
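USP2 core (10nM final) preincubated 30min RT with compound in 20mM Tris-HCl pH 8.0, 2mM CaCl2, 2mM beta-mercaptoethanol, 0.05% CHAPS; 25nM Ub-CHOP2 plus 25nM reporter substrate added, fluorescence (Ex485/Em531) read after 60min.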
FBPA coupling cs = coupling enzyme interference in Giardia aldolase counter-screen | coupling enzyme system counterscreen, AmpLite Red fluorescence | activity change, negative = inhibition, % at 58.2 µM, hits read low | AID 2472 | 290,000 tested, 0.67% active; in the data active = activity change below about -30%; also: % is scaled to controls: 0 for no effect and ±100 for the full control effect
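Counterscreen of the coupled detection system alone, without aldolase: glyceraldehyde-3-phosphate coupling enzymes plus AmpLite Red readout. Compounds at 57.5 uM final, 10 min RT preincubation, 20 min RT reaction, fluorescence 525/598 nm.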
B2AR arrestin = agonists driving beta-arrestin recruitment to human beta2-adrenergic receptor; P07550; beta-arrestin recruitment to beta2AR, cell-based reporter; Potency, µM (highest dose often 46.1 µM), without a hit: at the highest dose activation, usual class: activators; 330,000 tested, 0.02% active; AID 492947;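 also: potency is read from the fitted curve at half-maximal effect; 0% = DMSO controls and full agonism = EC100 isoproterenol or metaproterenol; nearly all actives have a fitted effect of over 65% in size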
PKM2 activator = PKM2 (human) enzyme activation | Potency, µM (highest dose often 57.5 µM), without a hit: at the top dose activation, actives largely listed as activators | P14618 | purified PKM2, Kinase-Glo ATP luminescence, activation; response scale: 0% is enzyme alone, no compound | 260,000 tested, 0.34% active; also: potency is read from the fitted curve at half-maximal effect; % is scaled to controls: 0 for no effect and ±100 for the full control effect; nearly all actives have a fitted effect of over 55% in size
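Purified hPK-M2 (>95% pure) converted ADP (0.1 mM final) to ATP with 0.5 mM PEP in 50 mM imidazole pH7.2, KCl, MgCl2, Tween 20, BSA; 1 h at room temperature. ATP detected by Kinase-Glo luminescence.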
KCNH2 3.1 block = blocks the human KCNH2 3.1 channel isoform; U2OS KCNH2 3.1, thallium flux FluxOr; active compounds read low; activity change, % (tested at about 1.8 µM); 340,000 tested, 0.95% active; AID 720553;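 active = maximum activity change below -70%; inconclusive = maximum activity change from -70% to -50%; inactive = maximum activity change above -50%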;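 also: thallium influx rate constant from kinetic fluorescence after stimulation buffer; % is scaled to controls: 0 for no effect and ±100 for the full control effect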
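Channel expression came from 3.1 mutant virus (1.77 x 10^8 /mL) applied to suspended U2OS cells for 4 h. Flux was tracked with FluxOr dye plus Red40 quencher, and kinetic rate constants normalized to controls.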
GALK inh = blocks human galactokinase activity. Purified GALK, Kinase-Glo residual ATP luminescence. Potency, µM (titrated, usually from 57.5 µM), inactives show at the highest dose activity change, negative = inhibition, actives largely listed as inhibitors. 270,000 tested, 0.007% active. AID 1868; also: potency is read from the fitted curve at half-maximal effect; % is scaled to controls: 0 for no effect and ±100 for the full control effect
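ATP-depletion format; final 35 uM ATP, 100 uM D-galactose, 5 nM enzyme; pH 8.0 HEPES/Mg2+ buffer; 60 min RT; luminescence read 10 min after detection reagent.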
TRPV1 agonist = human TRPV1 agonism; Q8NER1; TRPV1-expressing cells, Fluo-8 calcium influx, agonist mode; activation, % at 8.33 µM; 320,000 tested, 0.19% active; AID 540275; in the data active = activation above about 80%; inconclusive = between about 30% and that limit; also: 0% is about no effect
Target sequence (Q8NER1 whole entry, looked up): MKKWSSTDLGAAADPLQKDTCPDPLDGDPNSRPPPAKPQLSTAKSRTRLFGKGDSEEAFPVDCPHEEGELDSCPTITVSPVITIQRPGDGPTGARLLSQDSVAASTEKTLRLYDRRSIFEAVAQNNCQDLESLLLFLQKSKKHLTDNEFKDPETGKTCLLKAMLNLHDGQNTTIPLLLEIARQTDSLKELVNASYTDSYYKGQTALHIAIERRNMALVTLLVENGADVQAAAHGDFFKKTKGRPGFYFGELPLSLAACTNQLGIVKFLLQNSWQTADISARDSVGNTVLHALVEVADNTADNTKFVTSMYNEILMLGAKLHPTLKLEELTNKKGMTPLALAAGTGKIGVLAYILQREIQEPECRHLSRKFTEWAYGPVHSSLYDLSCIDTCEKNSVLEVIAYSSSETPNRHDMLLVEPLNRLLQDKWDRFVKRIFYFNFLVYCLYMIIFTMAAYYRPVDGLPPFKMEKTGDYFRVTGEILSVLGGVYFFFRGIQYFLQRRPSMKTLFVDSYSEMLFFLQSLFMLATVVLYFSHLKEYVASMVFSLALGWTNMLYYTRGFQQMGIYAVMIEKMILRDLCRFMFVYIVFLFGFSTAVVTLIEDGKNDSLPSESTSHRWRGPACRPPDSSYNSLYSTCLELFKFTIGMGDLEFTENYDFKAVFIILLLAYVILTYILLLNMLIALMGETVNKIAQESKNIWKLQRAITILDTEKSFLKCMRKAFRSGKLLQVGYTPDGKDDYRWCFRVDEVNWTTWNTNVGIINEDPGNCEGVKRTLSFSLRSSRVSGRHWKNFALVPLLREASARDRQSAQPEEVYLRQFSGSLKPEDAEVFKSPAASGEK
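TRPV1-expressing cells were cultured overnight at 35.5C and loaded with Fluo-8 calcium dye for 40 to 90 min at room temperature. After a 10 s baseline, compound was added and calcium influx was read kinetically for 3 min (ex 480/em 520 nm).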
Numbers without * were called inactive; i = inactive; ? = inconclusive; · = no result given; [ ] = dose if it differs, or a comment. Unless noted, calls follow the shape of the dose curve; as a rule, active = well fitted curve in the direction sought with a large enough effect; inconclusive = small, poorly fitted or top-dose-only effect, or another doubt; inactive = no such curve, though single readings can be large; an effect the other way counts as inactive or inconclusive. An excerpt (hit frequency here may not be typical).

No.	Compound	Menin MLL FP TR	MLL CXXC-DNA inh	KCNH2 WT inh	Giardia killer	USP2a block	FBPA coupling cs	B2AR arrestin	PKM2 activator	KCNH2 3.1 block	GALK inh	TRPV1 agonist
1	CCOC(=O)CC(=O)NC1(Cc2ccc(O)cc2)CCCCC1	0%	3%	-6	-9	-1%	2	0.1%	-2%	-4	8%	8
2	OCCn1nc(-c2ccccc2)cc1-c1ccccc1	10%	0%	1	16	-1%	2	-0.5%	1%	0	-5%	8
3	O=C1C2CC=CCC2C(=O)N1c1cccc(OS(=O)(=O)c2ccc3ccccc3c2)c1 (stereo not given)	?	5%	1	-7	2%	2	0.3%	-3%	-4	3%	5
4	COc1ccc(-c2[nH]ncc2-c2ccc(Cl)cc2)c(O)c1	?	5%	-10	3	·	-2	·	-3%	2	-4%	0
5	COCCn1c(=S)[nH]c2cc(C(=O)N3CCc4ccccc43)ccc2c1=O	0%	-2%	-1	-1	0%	3	0.0%	1%	-3	-3%	8
6	CCOCCCN(C)C1CCN(C(=O)c2oc3ccccc3c2NC(=O)c2ccc(F)cc2)CC1	·	0%	-82*	-13	1%	·	0.1%	·	-92*	-4%	3
7	Cc1cccc(C(=O)Oc2ccccc2/C=N/NC(=O)c2ccc(NC(=O)C(C)(C)C)cc2)c1	4%	50%[activator]	1	2	1%	-3	-0.5%	1%	-11	1%	3
8	Cc1nc2c(=O)n(-c3ccc(F)cc3F)nc(C)c2s1	·	0%	-9	-15	2%	3	-1.1%	0%	-7	7%	-2
9	CCOC(=O)C1=C(O)C(=O)N(c2ccc(S(N)(=O)=O)cc2)C1c1ccc(Br)cc1 (stereo not given)	·	2%	-6	4	-4%	10	0.3%	0%	6	0%	3
10	C=C(C(=O)c1ccccc1)C(C(=C)C(=O)c1ccccc1)c1ccc(OC)cc1	·	-5%	-7	-12	11%	0	0.3%	2%	4	2%	1
11	O=C(NCc1nc2ccccc2[nH]1)C1=C[C@H](C2CC2)C[C@H](OCc2ccc(CO)cc2)O1	·	6%	13	-4	-5%	5	-0.5%	12%	-5	-1%	-6
12	N#Cc1ccc(CSc2nnc(-c3cnccn3)o2)cc1	0%	2%	-7	-7	1%	-1	-0.2%	5%	-7	4%	1
13	CCc1ccccc1NC(=O)c1ccc2c(O)c(S(=O)(=O)c3ccc(OC)cc3)c(=O)[nH]c2c1	22%	17%	-14	-3	3%	14	0.1%	·	-9	6%	-10
14	CCCCNC(=O)CC1NCCNC1=O (stereo not given)	4%	-5%	-4	-9	3%	3	-0.4%	6%	-20	1%	-3
15	COc1ccc(C2(C(=O)Nc3ccc(OC)cc3OC)CCCC2)cc1	-10%	7%	-5	8	-2%	0	0.4%	1%	-5	2%	29
16	C=CCN(C(=O)CCC(=O)Nc1cc(C)on1)C(C(=O)NC(C)(C)CC)c1cccc(OC)c1OC (stereo not given)	·	-1%	1	-14	1%	1	-0.7%	·	-2	-2%	-1
17	COC(=O)C1=C(C(=O)OC)[C@@H]2N(Cc3ccccc3)c3ccccc3[C@@]23C[C@@H](C(=O)OC)N(C(=O)c2cc(C)oc2C)C3=N1	-6%[11.7 µM]	·	-5	6	·	1	·	3%[11.5 µM]	-2	·	·
18	Cc1cccn2c(=O)c3cc(C(=O)NC4CCCC4)c(=N)n(C4CCCCC4)c3nc12	·	-16%	-2	20	-2%	-1	-1.0%	·	-43	0%	3
19	Cc1ccc(S(=O)(=O)N(C)CC(=O)Nc2cccnc2)cc1	4%	6%	2	-11	-2%	0	-0.5%	1%	27	-1%	-1
20	COc1cc(OC)c(S(=O)(=O)Nc2ccccc2N2CCCCC2)cc1NC(C)=O	·	-9%	-1	17	-3%	2	0.4%	-1%	-1	4%	3
21	COC(=S)N/C(=N\S(=O)(=O)c1ccc(Cl)cc1)c1ccccc1	9%	-1%	4	-3	1%	0	0.6%	2%[0.46 µM]	-19	0%	2
22	CCOC(=O)C(=CNc1ccc2c(c1)nnn2-c1ccc(Cl)cc1)C(=O)OCC	-1%	-3%	3	-3	0%	2	-1.5%	-1%	-1	3%	-2
23	CCc1ccc(N2CC(C(=O)OCC(=O)c3c(N)n(CC(C)C)c(=O)n(C)c3=O)CC2=O)cc1 (stereo not given)	·	·	14	-8	0%	·	2.7%	·	-7	·	4
24	CCN(CC(=O)NCc1cccnc1)S(=O)(=O)c1ccc(OC)cc1	7%	11%	3	0	3%	1	0.0%	1%	-10	1%	4
25	CCOC(=O)c1cc2nc(-c3ccccc3)cc(C)n2n1	11%	-2%	-2	25	-1%	1	0.3%	0%	-7	-2%	1
26	Cc1ccc2nc(N3CCN(Cc4nnnn4C4CCCC4)CC3)c(C#N)cc2c1	-4%	3%	-3	-17	1%	0	-0.4%	6%	-2	-1%	0
27	COc1ccccc1-c1noc(CCCC(=O)N2CCOCC2)n1	·	-2%	-4	?	1%	1	-0.2%	0%	-2	4%	0
28	COc1ccc(NC(=O)C/C(C)=N/NC(=O)C2CCCCC2)c([N+](=O)[O-])c1	1%	25%	-9	-2	4%	2	0.1%	5%	-6	1%	-2
29	Cc1ccc(S(=O)(=O)c2nc(-c3ccco3)oc2SC(C)C)cc1	10%	-2%	0	11	-1%	1	-0.2%	2%	-19	-2%	16
30	CC(C)c1nnc(NC(=O)CC23CC4CC(CC(C4)C2)C3)s1	-16%	·	-1	4	2%	-2	-0.8%	0%	-20	·	4
31	CCC1C(c2ccccc2)N(C)C(c2ccccc2)CC1(O)c1ccccc1 (stereo not given)	2%	3%	i	-10	1%	-1	-0.4%	-21%	3	-1%	9
32	CCCc1nc(NCCO)c(C#N)c2c1CCCC2	·	-1%	20	-17	2%	4	0.5%	-1%	-1	-1%	12
33	O=C(CSc1ccc(-c2ccc(Cl)cc2)nn1)NC1CCCC1	?	?	-21	-9	0%	-3	0.0%	-4%	11	5%	5
34	Cc1ccc(-c2n[nH]c(=S)c3ccccc23)cc1	?	?	·	-16	-1%	1	-0.7%	2%	-16	1%	1
35	NNC(=O)CN1C(=O)Nc2ccc(Br)cc2C1c1ccccc1 (stereo not given)	-13%	8%	20	2	-9%	-2	0.4%	-15%	-6	-2%	4
36	O=C(c1ccc(Cl)c(S(=O)(=O)N2CCCC2)c1)N1CCOCC1	3%	?	0	-16	1%	1	-0.7%	0%	25	5%	0
37	Cn1ccnc1C(=O)c1cccc(Br)c1	6%	6%	-3	8	1%	-2	0.2%	-8%	-5	1%	1
38	CC(NC(=O)C12CC3CC(CC(C3)C1)C2)c1ccc(F)cc1 (stereo not given)	-13%	-3%	3	9	-6%	-4	-0.1%	-5%	-5	-1%	2
39	COC(=O)[C@@H](C)NC(=O)c1ccc2oc(CCc3ccccc3)nc2c1	-11%	-7%	-3	-12	3%	-2	0.1%	1%	2	0%	3
40	Cc1cccc(NC(=O)CSc2ncnc3nc[nH]c23)c1C	9%	17%	3	2	0%	-1	0.5%	2%	6	-2%	-2
41	CCN1C(=O)[C@H]2[C@@H](c3ccc(Cl)cc3)N3C(=O)CN(CC4CC4)C(=O)[C@@]3(Cc3ccccc3)[C@H]2C1=O	2%	6%	8	5	2%	1	0.4%	-4%	8	·	0
42	Cc1cc(C(=O)COC(=O)CCc2nc3ccccc3c(=O)[nH]2)c(C)n1CC1CCCO1 (stereo not given)	·	3%	-18	1	-2%	0	-0.2%	0%	3	·	0
43	Cc1cc(C(=O)Nc2ccc3nc(C)sc3c2)c2ccccc2n1	·	4%	-7	-21	10%	1	0.4%	-2%	8	1%	2
44	CN(C)c1ccc(N=Cc2nc(-c3ccccc3)oc2O)cc1	·	?	-15	18	?	0	-1.0%	-1%	-39	4%	·
45	Cc1[nH]c(C)c(S(=O)(=O)Nc2ccccc2Cl)c1C(=O)N1CCCC1	18%	8%	-2	-1	3%	0	-0.1%	·	16	0%	1
46	S=C(c1ccc(-c2ccccc2Cl)o1)N1CCCCC1	-1%	-8%	3	-10	2%	3	-0.1%	26%	-12	1%	?
47	Cc1cc(C)c2[nH]c(=O)c(CN(Cc3ccco3)C(=S)NCC3CCCO3)cc2c1 (stereo not given)	-3%	-1%	-6	9	1%	0	-0.6%	-3%	-7	-1%	18
48	COC(=O)c1ccccc1NC(=O)N1CCCC1	1%	-2%	-10	5	0%	1	-0.3%	-4%	-24	-3%	-1
49	CCc1cc(=O)oc2c3c(cc(OCC(=O)NCc4ccncc4)c12)OC(C)(C)CC3	2%	0%	-3	-4	-2%	0	-0.4%	1%	0	·	?

Compound activity: PubChem BioAssay, National Center for Advancing Translational Sciences (NCATS)
